# H69AR inhibit – blocks growth of human H69AR lung tumor cells; H69AR lung tumor viability, ATP luminescence, 72 h; hits give low values; viability, % at 10 µM; 85,000 compounds, 6% hits;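 active means viability at or below 40%; inactive means viability above 40%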;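 further: multidrug resistant small cell line overexpressing MRP-1 efflux transporter; 100% = mean luminescence of untreated control wells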
# CD11b adhes enh – enhancers of human CD11b/CD18 binding to fibrinogen. K562 CD11b/CD18 adhesion to fibrinogen, ATPlite luminescence. P05107+P11215. activation, % at 10 µM. 93,000 compounds, 0.07% hits;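 active means 10 µM primary screen giving 50% or more activity, confirmed by 40% or more on retest at that dose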; further: strong numbers were not always called active
# ERa coact inh – ER-alpha (human) coactivator binding inhibition | P03372 | TR-FRET ER-alpha LBD / SRC-1 peptide, estradiol-bound | inhibition, % at 25.6 µM | 86,000 compounds, 1.7% hits; in the data active means inhibition above about 50%;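 further: 0% = receptor plus peptide control and 100% = peptide only without receptor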
# Target sequence (P03372 whole entry, looked up, the tested form may be a part): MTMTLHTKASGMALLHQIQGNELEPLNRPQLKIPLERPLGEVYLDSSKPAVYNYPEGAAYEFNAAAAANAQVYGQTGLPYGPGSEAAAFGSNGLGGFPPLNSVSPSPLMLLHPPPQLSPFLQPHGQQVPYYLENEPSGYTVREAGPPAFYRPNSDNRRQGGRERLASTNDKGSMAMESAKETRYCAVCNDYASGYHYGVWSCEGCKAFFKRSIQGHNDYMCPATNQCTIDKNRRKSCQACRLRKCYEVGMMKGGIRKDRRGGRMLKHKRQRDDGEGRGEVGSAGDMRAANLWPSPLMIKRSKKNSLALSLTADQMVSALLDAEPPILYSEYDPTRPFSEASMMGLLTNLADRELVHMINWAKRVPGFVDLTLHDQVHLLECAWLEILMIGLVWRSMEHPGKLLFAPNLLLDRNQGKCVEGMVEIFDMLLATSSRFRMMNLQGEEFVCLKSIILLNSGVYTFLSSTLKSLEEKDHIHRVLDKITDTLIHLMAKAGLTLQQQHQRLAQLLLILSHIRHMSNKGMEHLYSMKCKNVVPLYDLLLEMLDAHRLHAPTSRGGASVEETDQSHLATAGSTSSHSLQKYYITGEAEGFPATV
# CD11b adhes inh – inhibitors of human CD11b/CD18 binding to fibrinogen. P05107+P11215. K562 CD11b/CD18 adhesion to fibrinogen, ATPlite luminescence; Mn2+ added to activate the integrin. inhibition, % at 10 µM. 93,000 compounds, 0.54% hits;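 active means primary inhibition of 50% or more at 10 µM, then 40% or more on retest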; further: some results filed as inactive read as strong as hits
# CYP2C19 act – cytochrome P450 2C19 (human) activation. activation factor at 5 µM. 96,000 tested, under 10 active. AID 1025. P33261. recombinant CYP2C19, luciferin-H EGE luminescence; hits give high values; 0 = fully inhibited enzyme, 1 = untreated enzyme;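 active means activation factor of at least 2 at 5 µM in the primary screen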;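 further: 0 = wells with 2.5 mM tranylcypromine and 1 = vehicle-only wells; values of inactives mirror those of a sister screen read the other way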
# Target sequence (P33261 whole entry, looked up): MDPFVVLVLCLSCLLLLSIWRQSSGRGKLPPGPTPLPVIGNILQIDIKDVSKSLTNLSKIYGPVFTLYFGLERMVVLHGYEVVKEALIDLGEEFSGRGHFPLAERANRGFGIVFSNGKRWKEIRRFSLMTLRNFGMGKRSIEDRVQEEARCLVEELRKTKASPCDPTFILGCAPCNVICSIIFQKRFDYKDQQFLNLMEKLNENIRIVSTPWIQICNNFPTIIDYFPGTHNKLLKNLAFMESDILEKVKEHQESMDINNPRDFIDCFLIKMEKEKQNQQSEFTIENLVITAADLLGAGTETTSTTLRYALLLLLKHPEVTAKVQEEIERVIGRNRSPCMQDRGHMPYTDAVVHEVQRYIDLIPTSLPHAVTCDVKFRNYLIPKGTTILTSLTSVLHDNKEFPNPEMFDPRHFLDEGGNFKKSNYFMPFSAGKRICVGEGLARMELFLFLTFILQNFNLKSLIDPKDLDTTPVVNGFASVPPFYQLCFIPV
# HUVEC inhibit – human endothelial cell proliferation inhibition; HUVEC proliferation, CellTiter-Glo luminescence, 72 h; hits give low values; viability, % at 10 µM (by protocol); 86,000 compounds, 1.1% hits; AID 648;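 active means viability at or below 30%; inactive means viability above 30%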;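 further: 100% = median luminescence of DMSO-only cell control wells on each plate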
# ERa SRC1 pot – enhances coactivator binding to human estrogen receptor alpha; P03372; TR-FRET ERalpha-LBD/SRC-Cy5 coactivator binding, 2 h; 100 = basal binding, no effect; coactivator binding (% of control), % at 25.6 µM; 86,000 compounds, 1.3% hits; AID 639; in the data active means activity above about 200%;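 further: binding measured in presence of low estradiol as agonist stimulus; 0% = peptide alone without receptor and 100% = receptor with peptide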
# Fibroblast inh – blocks proliferation of human lung fibroblasts. LL 47 human lung fibroblast viability, ATP luminescence; hits give low values. viability, % at 10 µM. 85,000 compounds, 1.1% hits;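 active means viability at or below 50% in the single dose screen; inactive means viability above 50%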;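 further: compound exposure lasted 72 h before the ATP readout; 100% = median luminescence of untreated cell-only wells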
#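 test system = LL 47 human lung fibroblasts | amount = 1,150 fibroblasts seeded per well | medium = 15% FBS in IMEM | times = overnight cell rest, 72 h compound treatment at 37 °C | measured by = CellTiter-Glo luminescence measuring cellular ATP | read-out = viability percentage against median untreated-cell control | benchmarks = cell-only wells, no compound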
# CYP2C19 inh – blocks human cytochrome P450 2C19; CYP2C19 Supersomes, luciferin-H EGE luminescence, 30 min; inhibition, % at 5 µM; 96,000 compounds, 21% hits; AID 778;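 active means CYP2C19 inhibition above a set limit at 5 µM in the primary screen, cut at about 50% in these data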;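 further: plate controls were negative control wells for no effect and 2.5 mM tranylcypromine positive control for full effect; values of inactives mirror those of a sister screen read the other way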
# * marks the source's active call; other numbers are inactive results; nt = not tested or not shown; [ ] = another dose, or the depositor's remark.
SMILES,H69AR inhibit,CD11b adhes enh,ERa coact inh,CD11b adhes inh,CYP2C19 act,HUVEC inhibit,ERa SRC1 pot,Fibroblast inh,CYP2C19 inh
COc1ccc(C2Nc3ccccc3C(=O)N2Cc2ccco2)cc1COc1ccccc1F (stereo not drawn),87.2,-5.0,-4.7,0.1,0.1,99.8,114.1,97.9,90.0*
CC(NC(=O)c1ccccc1Cl)C1COc2ccccc2O1 (stereo not drawn),111.0,nt,-24.8,nt,nt,95.3,117.0,96.4,nt
COc1ccc(C=NCCCN2CCOCC2)cc1,81.5,nt,-1.3,nt,nt,103.0,134.1,103.6,nt
OC1CCCCC1Sc1nc2ccccc2s1 (stereo not drawn),91.4,-6.2,-2.3,-7.5,0.3,110.1,106.6,101.2,65.8*
COc1ccc(C2C(C#N)C(C#N)N3CCCN23)cc1 (stereo not drawn),97.2,2.9,0.6,5.2,0.9,105.7,116.1,97.8,12.9
O=C(CN1C(=O)COc2ccccc21)c1cccc(Cl)c1,90.2,0.3,2.0[fluorescence artefact?],3.1,0,95.1,117.8,104.6,99.3*
Cc1ccc(-n2nc(C)c3c(-c4cccs4)c(C#N)c(N)nc32)cc1,58.3,3.4,9.7[fluorescence artefact?],2.8,0.8,77.9,210.2*[fluorescence artefact?],83.0,22.5
COc1ccccc1CNC(=O)C1CCCN(S(=O)(=O)c2c(C)[nH]c(=O)[nH]c2=O)C1 (stereo not drawn),90.1,-1.9,1.1,5.9,1.1,107.7,94.9,101.9,-8.5
COc1ccc(N(C(=O)c2ccc(F)cc2)C2=CC3CCC(C2)N3C)cc1 (stereo not drawn),88.4,-3.0,8.6[fluorescence artefact?],-10.9,1.4,87.3,91.1,99.4,-35.3
Cn1nnnc1SCC(=O)c1ccco1,99.8,1.2,-5.9,3.2,0.9,91.3,95.7,107.0,8.0
COC(=O)C(CC(=O)c1ccc(Br)cc1)n1ccnc1 (stereo not drawn),88.0,-1.4,-7.4,13.2,0,68.7,98.2,28.3*,95.5*
O=S(=O)(Nc1ccc(-n2cccc2)cc1)c1ccc(Cl)cc1Cl,nt,-8.5,nt,87.1,0,nt,nt,nt,99.6*
CC(C)c1ccc(NC(=O)CN(Cc2ccccc2)S(C)(=O)=O)cc1,83.0,nt,27.6,nt,nt,100.8,89.7,98.4,nt
C=CCS/C(=N\n1cnc2ccccc2c1=O)N(CC)CC,99.7,-0.6,-6.0,16.4,0,91.9,119.7,95.1,95.5*
C=CCOc1nc(-c2ccncc2)nc2ccccc12,83.6,-2.0,-1.7,-4.5,0.2,90.0,110.8,93.6,78.7*
COc1ccc(-c2ccc(-c3nnc(-c4ccncc4)o3)cc2)cc1,103.4,7.1,56.2*[fluorescence artefact?],7.3,0.5,114.8,184.1,95.3,52.9*
O=C(Nc1cccnc1)Nc1ccc(F)c(Cl)c1,86.1,2.0,-4.9,-8.1,0.2,91.5,112.6[fluorescence artefact?],106.4,85.0*
COCCOC(=O)c1c(C)oc2ccc(OCc3cc(C(=O)OC)oc3C)cc12,60.5,1.5,-2.1,-2.4,0.6,62.7,101.2,95.1,43.1
Cc1nc2c(-c3ccc(F)cc3)c(C)nn2c(C)c1CCC(=O)NCCN1CCOCC1,69.5,-2.4,-3.0,-10.1,1,102.2,113.4,99.1,-1.6
O=C(CNc1ccc(Oc2ccccc2)cc1)N1CCOCC1,92.5,-0.3,-7.8,nt,1.1,75.9,108.8,90.8,-9.3

# In the list so far, two have a cyano group:
SMILES,H69AR inhibit,CD11b adhes enh,ERa coact inh,CD11b adhes inh,CYP2C19 act,HUVEC inhibit,ERa SRC1 pot,Fibroblast inh,CYP2C19 inh
COc1ccc(C2C(C#N)C(C#N)N3CCCN23)cc1 (stereo not drawn),97.2,2.9,0.6,5.2,0.9,105.7,116.1,97.8,12.9
Cc1ccc(-n2nc(C)c3c(-c4cccs4)c(C#N)c(N)nc32)cc1,58.3,3.4,9.7[fluorescence artefact?],2.8,0.8,77.9,210.2*[fluorescence artefact?],83.0,22.5

# Back to the main list, starting 3 compounds before the break.
SMILES,H69AR inhibit,CD11b adhes enh,ERa coact inh,CD11b adhes inh,CYP2C19 act,HUVEC inhibit,ERa SRC1 pot,Fibroblast inh,CYP2C19 inh
COCCOC(=O)c1c(C)oc2ccc(OCc3cc(C(=O)OC)oc3C)cc12,60.5,1.5,-2.1,-2.4,0.6,62.7,101.2,95.1,43.1
Cc1nc2c(-c3ccc(F)cc3)c(C)nn2c(C)c1CCC(=O)NCCN1CCOCC1,69.5,-2.4,-3.0,-10.1,1,102.2,113.4,99.1,-1.6
O=C(CNc1ccc(Oc2ccccc2)cc1)N1CCOCC1,92.5,-0.3,-7.8,nt,1.1,75.9,108.8,90.8,-9.3
c1ccc(-c2cc(N3CCCCCC3)n[nH]2)cc1,nt,0.3,4.4,-35.5,0.8,88.5,97.8,103.3,21.6
Cc1c2c(nc3c(C)cccc13)OC(C)C2 (stereo not drawn),98.0,nt,-7.8,nt,nt,104.3,107.1,96.8,nt
c1ccc2c(c1)nc(-c1ccncc1)n1nnnc21,83.5,nt,2.2,nt,nt,96.5,99.1,100.2,nt
COC(=O)CSC1=C(C#N)C(=O)NC2(CCCCC2)S1,102.7,7.3,-6.4,7.9,nt,97.3,118.6,98.3,nt
COc1cc(-c2nc3ccccn3c2NCC2CCCO2)ccc1O (stereo not drawn),26.8*,-2.1,0.2,-5.4,1,88.3,109.0[fluorescence artefact?],89.5,0.5
Cc1noc(C)c1COC(=O)CCCc1nc2ccccc2s1,98.3,0.4,3.0[fluorescence artefact?],19.7,0.6,98.5,127.7,96.6,40.8
CCn1c(SCC#N)nc2c(c1=O)C1(CCCC1)Cc1ccccc1-2,60.8,-1.9,12.4,19.7,0.4,86.0,92.2,95.8,59.6*
CC1=C(C(=O)Nc2ccccc2)C(c2ccccn2)n2ncnc2N1 (stereo not drawn),93.2,-1.7,-11.1,-7.2,1.2,107.8,98.7,111.4,-18.5
CCOC(=O)c1ccc(NC(=O)C2C3C=CC(C3)C2C(=O)O)cc1 (stereo not drawn),106.7,-3.9,-1.4,1.7,0.8,95.7,121.6,97.6,20.4
O=C(CSc1nc2ccccc2c(=O)[nH]1)c1ccc(O)c(O)c1,87.5,-3.8,58.7*[fluorescence artefact?],-9.9,0.8,77.4,65.1[fluorescence artefact?],97.1,22.3
CC(C)CNS(=O)(=O)c1ccc(C(=O)Nc2ccc3c(c2)OCCO3)cc1,85.0,-4.7,6.3,18.4,1.1,90.3,135.0,94.0,-11.1
CC(=O)NC1C(=O)N(CCc2ccccc2)c2ccccc21 (stereo not drawn),96.9,-1.2,4.9[fluorescence artefact?],-12.5,0.8,100.6,98.1,110.1,16.4
Cc1ccc(C)c(N2CCN(C(=O)COc3cc(=O)n(C)c4ccccc34)CC2)c1,65.3,-0.1,0.3,5.7,0.8,94.6,103.7,106.6,16.7
O=C(CS(=O)(=O)Cc1ccccc1)N1CCc2ccccc2C1,100.7,10.2,-7.6,-18.4,0.6,101.1,106.9,101.9,42.6
CC(=O)N[C@@H](CS)C(=O)O,89.7,nt,-1.4,nt,nt,99.3,101.7,92.8,nt
O=C1NCCN1C(=O)C12CC3CC(CC(C3)C1)C2,99.5,nt,-10.3,nt,0.9,112.2,95.1,95.5,8.8
O=C(c1ccc2snnc2c1)N1CCN(c2ccccc2)CC1,104.8,-3.5,-34.0,-1.1,0,94.8,129.8,100.7,100.0*
COC(=O)Nc1ncc(CN2CCCCC2)s1,92.5,-6.6,5.7[fluorescence artefact?],-2.1,1,103.3,109.9,101.6,-1.3
O=c1cc(-c2ccccc2)nc2nc(SCc3ccccc3)[nH]n12,78.8,-2.5,12.3,-4.2,1,84.0,88.2[fluorescence artefact?],101.7,0.7
Cc1occc1C(=O)Nc1cccc(C(F)(F)F)c1,82.7,nt,-10.7,nt,nt,80.5,88.7,87.5,nt
Cc1cc2nc(SCCN3CCCC3)[nH]c2cc1C,85.2,0.6,1.6,-4.1,0.9,93.2,100.8,105.9,8.4
CCC(=O)N=c1sc2c(OC)ccc(OC)c2n1C,76.8,nt,40.1[fluorescence artefact?],nt,nt,85.8,84.6,92.1,nt
CCCC1CC(C)(C(=O)CSc2n[nH]c(-c3ccccc3)n2)OC1=O (stereo not drawn),97.8,0.4,2.0,3.5,0.5,91.4,111.4,101.0,49.7
CCOC(=O)C1=C(C)NC(SC)=NC1c1ccc(OC)cc1 (stereo not drawn),70.1,nt,-5.4,nt,nt,56.4,113.9,94.7,nt
O=C1CC(N2CCOCC2)C(=O)N1c1ccccc1Cl (stereo not drawn),106.5,nt,-4.4,nt,0.9,100.0,106.5,97.0,8.9
COC(=O)c1cc(C(=O)OC)cc(-n2c(C)cc(C(=O)CC#N)c2C)c1,107.2,-1.7,-6.4[fluorescence artefact?],-2.0,0.7,99.8,90.3[fluorescence artefact?],97.7,33.8
CN1CCN(C(=O)c2ccc(N3CCCC3=O)cc2)CC1,100.5,-2.7,-4.5,-4.9,1,90.7,95.4,95.2,-4.8
CCOC(=O)NC1(C(F)(F)F)NC(=O)N(C2CCCCC2)C1=O (stereo not drawn),95.1,1.4,-7.7,-22.1,0.8,104.4,108.7,105.0,16.4
O=C(Nc1nnc(COc2ccc(Cl)cc2)s1)C1CCCO1 (stereo not drawn),103.8,0.4,-0.3,-2.2,0.9,101.6,104.9[fluorescence artefact?],100.6,13.9
CN(C)c1ccnc(NCc2ccccc2)c1C#N,nt,1.1,nt,-23.8,0.3,nt,nt,nt,66.9*
O=C(CCN1C(=O)c2ccccc2C1=O)Nc1ccc(F)cc1,95.5,-2.8,85.2*[fluorescence artefact?],5.4,0.6,116.5,118.5,111.0,37.7
O=S(Cc1ccc(Cl)cc1)CC(O)(c1ccccc1)c1ccccc1 (stereo not drawn),nt,-2.7,nt,19.1,0.2,nt,nt,nt,80.2*
COC(=O)Nc1sc2c(c1C(=O)NCc1ccco1)CCCC2,78.4,-0.6,-6.5,21.6,1.1,83.1,86.3,93.3,-5.2
Cc1ccc(N2C(=O)N(CC(=O)N3CCCc4ccccc43)C(=O)C2C)cc1 (stereo not drawn),61.1,nt,-1.6,nt,0.9,91.3,96.0,95.1,11.6
CC(C(=O)Nc1ccccc1)c1ccc(-c2ccccc2)c(F)c1 (stereo not drawn),nt,-1.9,nt,-1.3,1.1,nt,nt,nt,-12.1
Cn1c(C(=O)N2CCN(Cc3ccc4c(c3)OCO4)CC2)cc2c(=O)n(C)c3ccccc3c21,37.7*,-2.2,-1.3,3.7,0.9,82.0,110.5,92.5,6.2
CC(NC(=O)NCCCn1ccnc1)(C(F)(F)F)C(F)(F)F,103.4,0.8,-0.8[fluorescence artefact?],0.8,0.1,100.7,100.1,101.8,90.8*
Cc1ccc(C(=O)Nc2cc(=O)n(C)c(=O)n2C)cc1C,113.4,2.2,0.7,-13.4,1,101.0,109.5,103.6,0.4
CC(C)(C)n1nnnc1CN1CCN(C2CCCC2)CC1,nt,4.8,nt,-33.8,1,nt,nt,nt,0.6
CCC(=O)n1nc(-c2ccco2)nc1SCc1ccccc1,93.0,2.9,12.0,-12.9,0.2,96.4,66.2,nt,78.4*
CCn1c(SCC(=O)NCc2ccco2)nnc1-c1c[nH]c2ccccc12,84.9,-1.3,6.0,-7.1,0.8,82.6,82.0,102.2,19.6
COC(=O)c1ccccc1N=C(SC)N(C)C,94.7,-2.2,-11.6,3.4,0.8,85.3,90.2,98.9,19.9
